IL1B NFkB pot – enhances IL-1B driven NFkB nuclear translocation; HUVEC IL-1B NFkB p65 nuclear translocation imaging; activation, % at 2 µM; 94,000 tested, 0.3% active; AID 819;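 active means activation above 40%, about the mean plus 3 SD, also judged a hit on visual image review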;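 further: percent activation is computed from the nuclear over cytoplasmic p65 intensity ratio; values of inactives mirror those of a sister screen read the other way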
MRP reversal – reverses drug resistance mediated by MRP. H69AR cells + 2 uM doxorubicin, CellTiter-Glo, 72 h. differential viability (reversal), % at 10 µM. 85,000 tested, 0.04% active. AID 602;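 active means viability drop by adding the cancer drug above about 55%, with treated viability meeting a 40% cutoff, limit read from the data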;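 further: viability without doxorubicin minus viability with 2 µM doxorubicin for each compound; larger differential means the compound sensitizes cells more to doxorubicin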
PLAP inhibitors HTS – PLAP enzyme inhibitors, biochemical, luminescence, HTS (AID 690). 96,000 tested, 0.08% active. inhibition, % at 20 µM, or IC50 in µM where a hit was titrated. purified PLAP, luminescent substrate; higher % means a stronger effect; in the data active means a potency from the dose series; inactive means the rest, 99 in 100 with inhibition below about 30%; further: strong numbers were not always called active
NFkB transloc inh – blocks IL-1B driven NFkB nuclear translocation in HUVEC cells. 94,000 tested, 0.43% active. HUVEC IL-1B NFkB p65 nuclear translocation imaging. inhibition, % at 2 µM;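 active means inhibition above about 30% together with a positive call from visual inspection of the well image, limit read from the data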;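 further: nuclear over cytoplasmic p65 intensity ratio measured by imaging; 0% = IL-1B stimulated DMSO wells and 100% = unstimulated DMSO wells; values of inactives mirror those of a sister screen read the other way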
Bcl-B displacement – displacers of TR3 peptide from Bcl-B, primary screen, selectivity assay for Bfl-1 inhibitor project, biochemical, fluorescence polarization; FP displacement of FITC-TR3 peptide from Bcl-B; higher % means a stronger effect; one-dose displacement, % at 20 µM; IC50 in µM for titrated hits; 96,000 tested, 0.11% active; AID 748;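 active means displacement above 50% at 20 µM plus a fluorescence interference ratio under 1.5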;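 further: plate controls were wells without compound for no effect and wells lacking Bcl-B protein for full effect; a part of the inactive calls stands beside numbers as strong as those of hits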
MRP reversal cytotoxicity – recorded beside MRP reversal, whose call it bears; viability, %; H69AR cells, CellTiter-Glo, 72 h; measured here: cytotoxicity without doxorubicin
MRP reversal with doxorubicin – recorded beside MRP reversal, whose call it bears; viability, %; measured here: viability with 2 uM doxorubicin; stronger effect = lower value
NFkB transloc inh cell count 2 µM – recorded beside NFkB transloc inh, whose call it bears; cell count; measured here: cells passing quality filter;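 raw number of nuclei counted in each imaged well without normalization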
IL1B NFkB pot cell count 2 µM – recorded beside IL1B NFkB pot, whose call it bears; cell count; measured here: cells passing quality filter
The depositor's hits bear a star; nt = not tested or not shown.

Start of the data: the first 5 entries as a preview:
SMILES	IL1B NFkB pot	IL1B NFkB pot cell count 2 µM	MRP reversal	MRP reversal cytotoxicity	MRP reversal with doxorubicin	PLAP inhibitors HTS	NFkB transloc inh	NFkB transloc inh cell count 2 µM	Bcl-B displacement
CC1CCN(C(=O)COC(=O)c2cc3ccccc3cc2O)CC1	8.4	191	-15.8	68.9	84.7	-14.9%	-8.4	191	2.7%
COC(=O)c1ccc(COc2cc(O)c3c(c2)OC(C)(C)CC3=O)cc1	15.8	133	5.9	108.0	102.0	7.9%	-15.8	133	-7.3%
Cc1ccc(C(=O)NCCN(C)C)c(C)c1	26.5	155	1.2	99.2	98.1	-17.9%	-26.5	155	-4.9%
CN(C(=O)c1ccccc1C(=O)c1ccccc1)C1CCS(=O)(=O)C1 (stereo not drawn)	5.7	112	1.6	93.2	91.5	-4.4%	-5.7	112	12.8%
c1ccc(CN(Cc2ccco2)C(c2ccncc2)c2nnnn2C2CCCC2)cc1 (stereo not drawn)	26.0	105	-24.0	57.5	81.5	-31.4%	-26.0	105	1.0%

Main list, from the start:
SMILES	IL1B NFkB pot	IL1B NFkB pot cell count 2 µM	MRP reversal	MRP reversal cytotoxicity	MRP reversal with doxorubicin	PLAP inhibitors HTS	NFkB transloc inh	NFkB transloc inh cell count 2 µM	Bcl-B displacement
CC1CCN(C(=O)COC(=O)c2cc3ccccc3cc2O)CC1	8.4	191	-15.8	68.9	84.7	-14.9%	-8.4	191	2.7%
COC(=O)c1ccc(COc2cc(O)c3c(c2)OC(C)(C)CC3=O)cc1	15.8	133	5.9	108.0	102.0	7.9%	-15.8	133	-7.3%
Cc1ccc(C(=O)NCCN(C)C)c(C)c1	26.5	155	1.2	99.2	98.1	-17.9%	-26.5	155	-4.9%
CN(C(=O)c1ccccc1C(=O)c1ccccc1)C1CCS(=O)(=O)C1 (stereo not drawn)	5.7	112	1.6	93.2	91.5	-4.4%	-5.7	112	12.8%
c1ccc(CN(Cc2ccco2)C(c2ccncc2)c2nnnn2C2CCCC2)cc1 (stereo not drawn)	26.0	105	-24.0	57.5	81.5	-31.4%	-26.0	105	1.0%
CCCOc1ccc(CNC(=S)N/N=C/c2ccc([N+](=O)[O-])cc2)cc1	-1.3	160	7.5	69.2	61.7	5.8%	1.3	160	9.9%
COC(=O)CC(NS(=O)(=O)c1cccs1)c1ccccc1Cl (stereo not drawn)	7.8	155	nt	nt	nt	-6.4%	-7.7	155	-2.8%
COC1(OC)N=C(NC(=O)Nc2ccccc2)C2(C#N)C(c3ccccc3)C12C#N (stereo not drawn)	-7.5	209	10.3	90.3	80.0	1.7%	7.5	209	14.8%
CN1C(=O)c2ccccc2C(C(=O)NCCCN2CCCC2=O)C1c1c[nH]c2ccccc12 (stereo not drawn)	-1.4	61	-6.7	90.2	97.0	-21.0%	1.4	61	-14.9%
COc1cc(C2C(C#N)=C(N)Oc3n[nH]c(C)c32)ccc1OC(=O)c1ccccc1 (stereo not drawn)	3.9	191	nt	nt	nt	-2.4%	-3.9	191	-9.3%
Clc1ccc2nc(CSc3nncn3-c3ccccc3)cn2c1	0.5	89	14.9	98.6	83.7	15.0%	-0.5	89	-4.0%
COc1ccccc1Cn1c(CCCO)nc2ccccc21	-0.8	193	5.9	84.5	78.6	-81.7%	0.8	193	7.7%
CCCCC(=O)C1=C(N2CCCC2)CC(C)(C)CC1=O	14.1	143	-8.6	92.2	100.8	nt	-14.1	143	nt
NC(=O)c1ncc(C(F)(F)F)cc1Oc1cccc(F)c1	nt	nt	-1.8	99.4	101.2	7.1%	nt	nt	3.1%
Nc1c2c(nc3ccccc13)N(C1CCCCC1)CC2	nt	nt	13.3	97.3	84.1	-19.6%	nt	nt	0.0%
CCOC(=O)c1c(C)[nH]c(C)c1C(=O)COC(=O)c1cccc(S(=O)(=O)NC)c1	-2.5	111	0.9	76.9	76.0	-4.7%	2.5	111	3.8%
Cc1ccc(-c2nnc3sc(CCc4ccccc4)nn23)cc1	1.7	111	nt	nt	nt	10.1%	-1.7	111	-5.4%
CCOCCCNC(=O)C1CCC(CNS(=O)(=O)c2ccc(F)cc2)CC1 (stereo not drawn)	37.4	113	5.3	93.4	88.1	-24.4%	-37.4	113	-10.3%
Cc1ccc(C(=O)N(Cc2nc(-c3ccc(C)cc3)no2)C(C)C)cc1	4.0	75	6.2	90.3	84.1	5.0%	-4.0	75	15.6%
CCS(=O)(=O)N1CCC(c2nc(-c3ccc(C)cc3)no2)CC1	28.2	104	5.2	100.5	95.3	-4.6%	-28.2	104	-0.3%
Cc1noc(C)c1C(=O)OCC(=O)NC1CC1	5.8	151	nt	nt	nt	3.2%	-5.8	151	1.1%
Cc1cc(C(F)F)n2ncc(C(=O)NCCc3ccccc3Cl)c2n1	-15.3	183	11.5	96.0	84.5	11.2%	15.3	183	5.6%
CCOc1cc(C2CC(=O)N3CN(C4CCCCC4)CSC3=C2C#N)ccc1O (stereo not drawn)	-3.4	38	-3.2	90.7	93.9	-32.4%	3.4	38	-0.7%
CCOC(=O)Cc1csc(NS(=O)(=O)c2ccc3c4c(cccc24)C(=O)N3CC)n1	nt	nt	10.2	105.3	95.1	-43.8%	nt	nt	8.9%
Cn1c(-c2cc3c(C(F)(F)F)nn(C)c3s2)n[nH]c1=S	-2.2	124	nt	nt	nt	-10.7%	2.2	124	-2.3%
CCOC(=O)c1cc(C)n(S(=O)(=O)c2ccc(C)cc2)c1C	-7.5	85	nt	nt	nt	-15.1%	7.5	85	9.0%
Cc1cccnc1NC(=O)C1CCN(S(=O)(=O)c2cccs2)CC1	6.3	49	3.4	85.3	81.9	4.3%	-6.3	49	11.1%
O=C(Oc1ccc(/C=N/O)cc1)c1ccccc1	5.2	169	-9.5	92.2	101.7	11.4%	-5.2	169	2.6%
COc1ccc(OC)c(NC(=O)C2C3CCC(O3)C2C(=O)O)c1 (stereo not drawn)	-2.9	189	1.6	86.1	84.5	-1.7%	2.9	189	5.5%
Cc1ccc(S(=O)(=O)C2(C(=O)Nc3ccc4c(c3)OCO4)CC2)cc1	nt	nt	3.8	84.8	81.1	7.1%	nt	nt	4.0%
C=CCn1c(SCC(=O)Nc2c(C)nn(Cc3ccccc3)c2C)nnc1C(O)c1ccccc1 (stereo not drawn)	10.7	117	-0.9	100.6	101.4	-29.3%	-10.7	117	-10.1%
CCn1c(-c2ccco2)n[nH]c1=S	-7.5	120	-1.6	99.4	101.0	17.8%	7.5	120	-6.2%
COc1cnc(-c2ccccc2)nc1Oc1ccccc1C	-5.3	57	nt	nt	nt	0.0%	5.3	57	18.3%
c1ccc(C(c2ccccc2)c2nc(-c3cccnc3)no2)cc1	5.2	113	nt	nt	nt	16.2%	-5.2	113	-16.5%
CC(Oc1ccc2ccccc2c1)C(=O)NNC(=S)NC(=O)c1ccco1 (stereo not drawn)	15.3	171	nt	nt	nt	-157.6%	-15.3	171	-7.4%
COc1ccc(C)cc1NC(=O)C12CCC(C)(C(=O)O1)C2(C)C (stereo not drawn)	-8.7	145	11.9	99.4	87.5	12.0%	8.7	145	-9.6%

Laid out differently: results already given
SMILES | IL1B NFkB pot | IL1B NFkB pot cell count 2 µM | MRP reversal | MRP reversal cytotoxicity | MRP reversal with doxorubicin | PLAP inhibitors HTS | NFkB transloc inh | NFkB transloc inh cell count 2 µM | Bcl-B displacement
COc1cc(C2C(C#N)=C(N)Oc3n[nH]c(C)c32)ccc1OC(=O)c1ccccc1 (stereo not drawn) | 3.9 | 191 | nt | nt | nt | -2.4% | -3.9 | 191 | -9.3%
Cc1ccc(-c2nnc3sc(CCc4ccccc4)nn23)cc1 | 1.7 | 111 | nt | nt | nt | 10.1% | -1.7 | 111 | -5.4%
Cc1ccc(S(=O)(=O)C2(C(=O)Nc3ccc4c(c3)OCO4)CC2)cc1 | nt | nt | 3.8 | 84.8 | 81.1 | 7.1% | nt | nt | 4.0%
COc1cnc(-c2ccccc2)nc1Oc1ccccc1C | -5.3 | 57 | nt | nt | nt | 0.0% | 5.3 | 57 | 18.3%

(more compounds)
SMILES	IL1B NFkB pot	IL1B NFkB pot cell count 2 µM	MRP reversal	MRP reversal cytotoxicity	MRP reversal with doxorubicin	PLAP inhibitors HTS	NFkB transloc inh	NFkB transloc inh cell count 2 µM	Bcl-B displacement
Cc1ccc(/C(O)=C2/C(=O)C(=O)N(Cc3ccco3)C2c2cccs2)cc1 (stereo not drawn)	-1.0	180	-2.3	99.9	102.2	1.5%	1.0	180	-7.8%
COc1cccc(-c2csc(N3CCN(C(=O)Nc4ccc(F)cc4)CC3)n2)c1	1.1	135	8.0	82.7	74.7	nt	-1.1	135	nt
Cc1ccc(S(=O)(=O)NCCCN(C)C)cc1	36.1	129	-6.2	91.1	97.3	-2.8%	-36.1	129	-1.5%
CCN(CC)S(=O)(=O)c1ccc(C(=O)N2CCN=C2SCc2cccnc2)cc1	15.9	117	-5.1	81.7	86.8	-14.4%	-15.9	117	6.0%
Clc1ccc2c(c1)C=Nc1c(NCc3ccccc3)ncnc1O2	6.9	144	0.0	82.9	82.9	-0.4%	-6.9	144	-22.2%
CCCCn1c(SCC(=O)Nc2cc(C)[nH]n2)nc2ccsc2c1=O	9.3	127	-4.3	67.5	71.8	-14.0%	-9.3	127	16.8%
COc1cccc(-c2csc3nnc(SCC(=O)c4ccc(NC(C)=O)cc4)n23)c1	4.3	144	5.5	89.8	84.3	-0.1%	-4.3	144	-45.7%
C=CCN1C(=O)CN=C1Nc1cc(C)cc(C)c1	35.1	130	3.0	93.3	90.2	-51.4%	-35.1	130	11.1%
c1csc(Cn2c(-c3cccs3)nc3ccccc32)c1	11.1	192	3.9	96.8	93.0	23.0%	-11.1	192	-27.7%
Cc1onc(-c2ccccc2)c1C(=O)NC(C)C1CCCO1 (stereo not drawn)	5.7	140	6.2	99.2	93.0	6.3%	-5.7	140	4.7%
O=C(CCn1nnc2ccccc21)N1CCN(c2ccccc2)CC1	nt	nt	24.6	100.4	75.9	8.1%	nt	nt	-2.3%
C=CCC(CC=C)(NC(=O)c1ccccc1)c1ccccc1	5.0	119	nt	nt	nt	-13.3%	-5.0	119	-6.2%
CCOC(=O)Cc1nnc(NC(=O)CSc2ccc(Cl)cc2)s1	nt	nt	-3.6	89.2	92.9	6.3%	nt	nt	-20.3%
CCc1nnc(NC(=O)c2ccc(S(=O)(=O)N(CC)Cc3ccccc3)cc2)o1	4.0	208	-21.9	20.9	42.8	-55.5%	-4.0	208	-4.0%
Cc1ccc(S(=O)(=O)c2c(C)cc(C)nc2Oc2cccc(C(F)(F)F)c2)cc1	5.9	101	nt	nt	nt	-6.5%	-5.9	101	-11.4%
c1ccc(-c2nc3cc4ccccc4cc3[nH]2)nc1	-7.1	161	-3.4	16.2	19.6	-72.2%	7.1	161	2.7%
CC1Cc2nc(SCC(N)=O)n(C)c(=O)c2S1 (stereo not drawn)	nt	nt	3.3	96.8	93.4	13.2%	nt	nt	-1.1%
O=C(Cc1ccccc1)NCc1ccc2c(c1)OCO2	25.8	68	12.1	106.6	94.6	28.8%	-25.8	68	3.6%
CC1CCN(c2[nH]c(=S)c(C#N)c3c2CCCC3)CC1	10.1	139	-8.6	40.5	49.1	17.8%	-10.1	139	2.1%
Cc1cc(C(=O)N/N=C/c2cccnc2)c(C)o1	-0.9	137	nt	nt	nt	9.5%	0.9	137	0.0%

Source: PubChem BioAssay (several laboratories)

These rows are one share of the data; the hit share may differ from the screen's.
